RBX1-CUL1 inh: inhibitors of human ROC1-CUL1 ubiquitin ligase activity. E3 ubiquitin-protein ligase RBX1 (Homo sapiens) + Cullin-1 (Homo sapiens), P62877+Q13616. in vitro K48 di-Ub FRET, acceptor:donor ratio, 45 min. inhibition, % at 10 µM. 140,000 compounds, 0.6% hits; in the data active = inhibition above about 25%
Target sequence (P62877 whole entry, looked up): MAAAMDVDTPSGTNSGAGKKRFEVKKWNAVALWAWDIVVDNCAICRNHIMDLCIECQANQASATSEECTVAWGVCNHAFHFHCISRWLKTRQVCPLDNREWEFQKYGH
Target sequence (Q13616 whole entry, looked up): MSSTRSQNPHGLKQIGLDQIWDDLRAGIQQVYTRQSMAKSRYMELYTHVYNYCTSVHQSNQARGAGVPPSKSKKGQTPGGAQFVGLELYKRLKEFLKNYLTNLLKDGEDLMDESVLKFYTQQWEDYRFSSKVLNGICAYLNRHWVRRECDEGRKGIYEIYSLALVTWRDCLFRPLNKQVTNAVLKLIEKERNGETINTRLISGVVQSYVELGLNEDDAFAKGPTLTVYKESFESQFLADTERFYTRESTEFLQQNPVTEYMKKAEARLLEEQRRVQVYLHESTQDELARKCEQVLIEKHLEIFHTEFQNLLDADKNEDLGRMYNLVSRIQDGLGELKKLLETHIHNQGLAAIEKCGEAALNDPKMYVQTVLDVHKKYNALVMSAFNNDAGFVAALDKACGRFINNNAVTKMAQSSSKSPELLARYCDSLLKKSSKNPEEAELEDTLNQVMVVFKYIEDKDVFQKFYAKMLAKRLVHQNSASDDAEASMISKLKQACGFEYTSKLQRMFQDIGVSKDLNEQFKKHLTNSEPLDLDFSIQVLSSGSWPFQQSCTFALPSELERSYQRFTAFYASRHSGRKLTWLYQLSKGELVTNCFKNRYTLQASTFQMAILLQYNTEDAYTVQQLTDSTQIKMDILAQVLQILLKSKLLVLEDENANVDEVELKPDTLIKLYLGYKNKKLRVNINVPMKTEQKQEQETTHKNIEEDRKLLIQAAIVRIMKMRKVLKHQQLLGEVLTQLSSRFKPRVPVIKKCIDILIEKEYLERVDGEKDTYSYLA
* marks the source's active call; other numbers are inactive results. Only part of the results is shown. The share of hits here may be higher or lower than overall.

SMILES	RBX1-CUL1 inh
Cc1cc(-c2cc(F)cc3c2OC(CNC(=O)c2ccoc2)C3)ccc1F (stereo unspecified)	8.2
CCc1cccc(CC)c1NC(=O)c1c(C)oc2ccc(O)c(CN3CCOCC3)c12	-2.0
c1ccc2nc3cc4n[nH]nc4cc3nc2c1	3.9
O=C(c1cccc(OCCOc2ccccc2)c1)N1CCCC1	3.7
COc1cccc(CNC(=O)C(NS(=O)(=O)c2ccc3c(c2)oc(=O)n3C)C(C)C)c1 (stereo unspecified)	4.0
COc1ccc(OC)c(CNC(=O)c2ccc(N3Cc4ccccc4Oc4ncccc43)s2)c1	7.9
CC#CCN1C(=O)NC(CCc2ccccc2)(C2CCN(Cc3cnn(-c4ccccc4)c3)CC2)C1=O (stereo unspecified)	-1.9
O=C(N/N=C/c1cn(-c2ccccc2)nc1-c1ccccc1)c1cccc(O)c1	6.7
CC(Sc1nccn1C)C(=O)Nc1ccccc1C#N (stereo unspecified)	5.6
CCc1cccc(OCC(=O)Nc2ccc(S(=O)(=O)Nc3ncccn3)cc2)c1	2.1
CCc1c(-c2ccccc2)n(-c2cccc(Cl)c2)c2nc3c(c(=O)n(C)c(=O)n3C)n12	3.9
COc1ccc(CCNC(=O)CN(C2CCCCC2)S(C)(=O)=O)cc1	-3.6
Cc1c(C(=O)NC(CCn2cncn2)c2ccccc2)oc2c(F)cccc12 (stereo unspecified)	4.6
CSc1ccccc1C(=O)NCc1c(C)ncc2c1CCN(C(=O)CCC(=O)c1ccccc1)C2	0.1
COc1ccc(CN(Cc2ccco2)c2cnc(S(C)(=O)=O)nc2C(=O)Nc2ccc(F)cc2)cc1	-0.4
O=C(c1ccccn1)C1CCCN(C(=O)c2cc(COc3ccccc3)[nH]n2)C1 (stereo unspecified)	-4.6
COc1cc2nc(NCc3ccc(C)cc3)n3nc(-c4ccccc4)nc3c2cc1OC	-2.0
N#CC1=Cc2ccccc2Sc2ccccc21	2.1
Cc1ccc(-n2nnc(C(=O)Nc3cccc(Cl)c3C)c2C)cc1	1.9
COc1cc(C(=O)Nc2c(C)cc(C)cc2C)cc(OC)c1OC	-0.4
COC(=O)c1c(C)n(CCC2=CCCCC2)c2c1cc(O)c1ccccc12	-10.3
COc1ccc(CN2CCCN(CC(=O)Nc3ccc4c(c3)OCCO4)S2(=O)=O)cc1	-6.4
CCOC(=O)c1ccc(NC(=O)CC2C(=O)N(c3cccc(C)c3)C(=O)N2CCOC)cc1 (stereo unspecified)	2.8
COc1ccc(CNC(=O)CN(C)c2nn3c(=O)cc(C)nc3s2)cc1	-7.8
COC(=O)C1CSCN1C(=O)CN1CCOCC1 (stereo unspecified)	-14.3
CC(Oc1ccc(F)cc1F)C(=O)N1CCN(c2ccccc2F)CC1 (stereo unspecified)	13.7
CCOc1ccc(C=Nc2nc3ccccc3n2CC)c(O)c1	-7.4
CC(=O)c1ccc(NC(=O)C2=CC3C(=O)CC(c4ccccc4)CC3=NC2=O)cc1 (stereo unspecified)	-5.9
CC(=O)Oc1c(Cl)cc(C(=O)O)cc1Cl	-2.7
O=c1c2c3c(sc2nc(SCc2cccc(Br)c2)n1-c1ccccc1)CCC3	1.2
CCOC(=O)c1ccc(NC(=O)CC2Nc3ccccc3NC2=O)cc1 (stereo unspecified)	5.5
COc1ccc2c(c1)SCC(NNC1=Nc3ccc(OC)cc3SC1)=N2	-4.4
O=c1c2cnc3ncnn3c2ccn1CCN1CCOCC1	5.5
COc1cccc(NC(=O)C2CCCN(c3ncnc4onc(-c5ccc(F)cc5)c34)C2)c1 (stereo unspecified)	5.3
CCc1csc(CNC(=O)c2ccc(N(C)Cc3cccs3)nc2)n1	-3.7
CCn1ccc(C(=O)NC2C(=O)N3C(C(=O)O)=C(C)CSC23)n1 (stereo unspecified)	2.6
CCOc1ccccc1OCCCn1c(-c2ccc(Cl)cc2)nc2ccccc2c1=O	-1.0
CC1(C)CC(=O)/C(=C/c2ccco2)CO1	-2.6
CCOC(=O)N1CCN(C(=O)c2ccc(OC(C)C)cc2)CC1	-1.0
CCN(CC1CCCO1)C(=O)C1CCN(C2CCN(Cc3ccccc3C)CC2)CC1 (stereo unspecified)	9.7

Three of the entries above in order of their number in RBX1-CUL1 inh, high to low.
canonical_smiles	RBX1-CUL1 inh
CCOC(=O)c1ccc(NC(=O)CC2C(=O)N(c3cccc(C)c3)C(=O)N2CCOC)cc1 (stereo unspecified)	2.8
CCOC(=O)N1CCN(C(=O)c2ccc(OC(C)C)cc2)CC1	-1.0
CCc1cccc(CC)c1NC(=O)c1c(C)oc2ccc(O)c(CN3CCOCC3)c12	-2.0

Additional structures:
SMILES	RBX1-CUL1 inh
Cc1ncsc1C(=O)N1CCc2[nH]nc(COCc3ccccc3)c2C1	-1.3
CCOc1ccc(N(C(C)C(=O)N2CCCC2)S(C)(=O)=O)cc1 (stereo unspecified)	-8.7
COc1ccc(Cl)cc1S(=O)(=O)NCc1ccc2c(c1)CCN2C(=O)c1cccc(C)c1	-1.9
Cc1c(C(=O)NCCN(C)C)sc2nc3n(c(=O)c12)CCC3	3.8
CCc1ccccc1NC(=O)C1CCCN(S(=O)(=O)c2cccc3nsnc23)C1 (stereo unspecified)	-5.5
Cc1ccc(Nc2c(-c3c[nH]c4ccccc34)nc3ccccn23)cc1	9.6
COc1ccc(OC)c(S(=O)(=O)NCc2ccc3c(c2)CCN3C(=O)c2cccc(C)c2)c1	-4.0
Cc1ccc(C=Nc2c(C(C)C)cccc2C(C)C)cc1	0.9
O=C(NCC1CCCN(C(=O)NCCc2ccccc2)C1)c1ccco1 (stereo unspecified)	-3.9
CN1CCC(C2(O)c3ccccc3CSc3sccc32)CC1 (stereo unspecified)	-2.5
O=C(c1coc(CN2CCc3ccccc3C2)n1)N1CCCO1	-2.0
COC(=O)NC(=S)NCCN1CCOCC1	-0.6
C=CCNS(=O)(=O)c1cc(F)ccc1OC	-0.7
Cc1cc(C)nc(NC(=O)c2ccc3cc(C(=O)Nc4nc(C)cc(C)n4)ccc3c2)n1	6.0
Brc1ccc(-c2cc3c(N4CCN(c5ccccc5)CC4)nccn3n2)cc1	0.0
COc1ccc(-c2cc(OC(=O)c3cccc(Cl)c3)c3c(C)oc(C)c3c(=O)c2)cc1	9.4
COc1ccc(NC(=O)CSc2nccn2Cc2ccco2)cc1OC	-5.7
N#CC1C(=N)Oc2c(c(C(F)(F)F)nn2-c2ccccc2)C1c1ccccc1F (stereo unspecified)	4.4
CCOC(=O)C1=C(C)N=c2s/c(=C\c3ccc(-c4ccc(C(=O)O)cc4)o3)c(=O)n2C1c1ccccc1Cl (stereo unspecified)	-4.7
Cc1ccccc1NC(=O)c1c(C)oc2ccc(O)c(CN3CCN(C)CC3)c12	-0.8
O=C(CSc1c2c(nc3ccccc13)CCC2)Nc1ccc(F)cc1F	-1.8
O=C(NCC1(c2ccccc2)CCCCC1)Nc1ncn[nH]1	4.8
COc1ccc(CC2(CO)CCN(Cc3ccc(C)s3)CC2)cc1	8.3
CCCOc1c(Cl)cc(C2C3=C(CC(C)(C)CC3=O)N(CC(=O)O)C3=C2C(=O)CC(C)(C)C3)cc1OCC	5.7
CCCCn1c(-c2ccc(C#N)cc2)nc2cc(C(F)(F)F)ccc21	4.7
Cc1csc(NC(NC(=O)c2ccccc2C)(C(F)(F)F)C(F)(F)F)n1	0.0
CCOC(=O)c1c(C)nn(C)c1NCc1ccccc1	2.2
COc1ccc(Cc2n[nH]c3c2CN(C(=O)CN2CCOC2=O)CC3)cc1	-5.7
CCCc1nc(SCc2c(Cl)ccc(Cl)c2Cl)n[nH]1	-6.6
COCCCN1C(=O)CC(CC(=O)N(C)Cc2ccc3nccnc3c2)(c2ccccc2Cl)C1=O (stereo unspecified)	-1.0
O=C(COc1ccc(N2CCN(c3ccccn3)CC2)nn1)NCC1(c2ccccc2)CCOCC1	-7.2
COc1ccc(C2c3cc(Cl)c4ccccc4c3Oc3ncn4ncnc4c32)cc1OC (stereo unspecified)	0.7
O=C1C(=O)N(c2nnc(SCc3ccccc3)s2)C(c2ccccc2F)C1C(=O)c1cc2ccccc2o1 (stereo unspecified)	20.2
Nc1ccc(Cc2nnc(N)s2)cc1	6.5
CC(=O)N1CCC(N(Cc2ccco2)C(=O)Nc2ccc(Br)cc2F)CC1	-4.6
CCC(c1ccccc1)c1n[nH]c2c1CN(C(=O)CCc1cnccn1)CC2 (stereo unspecified)	-0.1
CCOC(=O)c1c(NC(=O)c2c(-c3ccccc3Cl)noc2C)sc2c1CCC2	6.4
Cc1cccc(N2CCN(C(=O)C3CCC(CNS(=O)(=O)c4ccc(Br)s4)CC3)CC2)c1C (stereo unspecified)	-12.9
COc1cccc(C2CC(=O)Nc3cc(C)c(C)cc32)c1 (stereo unspecified)	-3.5
N#Cc1cccc(-c2nc3c(cnn3CC3CC=CCC3)[nH]2)c1 (stereo unspecified)	6.6

Looked up by compound from the entries so far:
SMILES	RBX1-CUL1 inh
O=C1C(=O)N(c2nnc(SCc3ccccc3)s2)C(c2ccccc2F)C1C(=O)c1cc2ccccc2o1 (stereo unspecified)	20.2
Cc1ccc(-n2nnc(C(=O)Nc3cccc(Cl)c3C)c2C)cc1	1.9
CCOC(=O)c1c(NC(=O)c2c(-c3ccccc3Cl)noc2C)sc2c1CCC2	6.4
CN1CCC(C2(O)c3ccccc3CSc3sccc32)CC1 (stereo unspecified)	-2.5

(listing goes on)
SMILES	RBX1-CUL1 inh
O=C(Cc1ccccc1)Nc1ccc2nn(-c3ccccc3)nc2c1	-3.6
C=CCOc1cccc(NC(=O)C2CC2)c1	15.7
CCOc1cccc(C(=O)Nc2ccc(N3CCN(C(=O)CC)CC3)c(Cl)c2)c1	-2.7
CCc1nc2cccnc2n1-c1ccc(CC(=O)Nc2ccccc2Cl)cc1	-4.6
CCOCNc1nonc1C(N)=O	-1.4
Fc1ccccc1N1CCN(c2nnc(C(F)(F)F)c3nnn(Cc4ccccc4)c23)CC1	-2.2
CCN(CC1CCCO1)C(=O)c1csc2nc(-c3cccc(F)c3)cn12 (stereo unspecified)	1.2
COc1ccc(OC)c(C2CC(c3ccc(Br)cc3)=NN2C(=O)CCC(=O)O)c1 (stereo unspecified)	3.0
CCCNC(=O)CCCN1C(=O)CCn2nc(-c3cccn3C)cc21	-3.7
CC(C)CC(=O)OCc1cc(=O)n2nc(C3CCCCC3)sc2n1	-3.2
CCCc1ccc(-c2ccc(C(=O)Oc3ccc(Br)cc3)cc2)nc1	-1.7
Nc1nc(CN2CCN(c3ccc(Cl)cc3)CC2)nc(N2CCOCC2)n1	1.4
CCOC(=O)C1CCCN(S(=O)(=O)c2ccc(N3CCCCS3(=O)=O)cc2)C1 (stereo unspecified)	3.0
COc1ccccc1CNC(=O)CC(c1ccc(OC)c(OC)c1)N1Cc2ccccc2C1=O (stereo unspecified)	-3.6
CCSc1nc2ccc(NC(=O)c3sc4nc(-c5ccc(OC)cc5)ccc4c3N)cc2s1	-0.8
COc1cccc(CNC(=O)CCc2nnc3n(CC(C)C)c(=O)c4ccccc4n23)c1	-8.9
COc1ccccc1NCC(=O)N/N=C\c1cccnc1	2.5
C=CCNCCCOc1c(C)cc(Cl)cc1Cl	-15.2
Cc1ccc(-n2nc(C)c3c(C)cc(=O)n(CC(=O)Nc4cccc(C)c4C)c32)cc1	-7.2
CCn1c2ccccc2c2cc(/C=N/NC(=O)CNC(=O)COc3ccc(Cl)cc3)ccc21	2.7

Part of the list above, field by field.
> O=C(CSc1c2c(nc3ccccc13)CCC2)Nc1ccc(F)cc1F
  RBX1-CUL1 inh: -1.8

> O=C(NCC1(c2ccccc2)CCCCC1)Nc1ncn[nH]1
  RBX1-CUL1 inh: 4.8

> COc1ccc(CC2(CO)CCN(Cc3ccc(C)s3)CC2)cc1
  RBX1-CUL1 inh: 8.3

> CCCOc1c(Cl)cc(C2C3=C(CC(C)(C)CC3=O)N(CC(=O)O)C3=C2C(=O)CC(C)(C)C3)cc1OCC
  RBX1-CUL1 inh: 5.7

(continued)
SMILES	RBX1-CUL1 inh
CC#CCCC(=O)Nc1ccccc1F	-1.6
CCc1ccccc1N1CC(c2nc3ccccc3n2CCOc2ccc(Cl)c(C)c2)CC1=O (stereo unspecified)	1.4
c1ccc2cc(Oc3nncc4ccccc34)ccc2c1	12.3
Cc1nn(C(=O)c2ccc(Br)cc2)c(C)c1Sc1ccccc1	9.3
CCOc1cc(C(=S)N2CCOCC2)cc(Br)c1OS(=O)(=O)c1ccc(Cl)cc1	-7.2
O=C1c2ccccc2OC(c2ccccc2)N1NCc1ccccc1 (stereo unspecified)	10.0
CCOc1ccc(OC)cc1C1Nc2ccc(Br)cc2C(=O)N1NC(=O)c1ccccc1OCc1ccccc1 (stereo unspecified)	4.1
COc1cc2c(=O)n(CCc3ccccc3)c(=O)n(CC(=O)Nc3ccccc3)c2cc1OC	13.3
Cc1cc(CN(C)Cc2ccc(-c3nc(-c4ccccn4)cc(=O)[nH]3)cc2)n[nH]1	-4.6
O=C(Cc1csc2ccccc12)NCc1ccccc1F	-6.2
CC(=O)c1nn(-c2ccc(C)cc2)cc1C(=O)c1ccc(Br)cc1	-10.8
Cn1c(=O)n(C)c2cc(S(=O)(=O)NC3CCCC3)ccc21	3.8
O=C1[C@@H]2OC[C@@H](O2)[C@H]2[C@@H]1[C@@H]1c3ccccc3C=CN1[C@H]2C(=O)c1ccccc1	-9.5
O=C(c1ccco1)N1CCN(S(=O)(=O)N2CCOCC2)CC1	-4.1
Cc1cccc(Cn2cc3c(=O)n(CC(=O)Nc4ccc(C)c(F)c4)nc-3c3cc(F)ccc32)c1	1.0
O=C(c1ccc2c(c1)OCCO2)N1CCC2(CC1)OCCO2	-6.2
COc1ccc(C)cc1NC(=O)c1ccc2c(=O)n3c(nc2c1)CCCCC3	1.7
CCOc1ccc(/C=C/c2nc3ccccc3n2S(=O)(=O)c2cccc(Cl)c2)cc1	-3.0
Cc1cccc(OC(C)C(=O)N2CCN(c3ccccc3)CC2)c1 (stereo unspecified)	2.4
COc1ccc2c(c1)c1c(c(=O)n(Cc3ccccc3)c(=O)n1CC(=O)Nc1ccccc1OC)n2C	1.1
CCCSc1cc(N2CCOCC2)nc(-c2ccccc2Cl)n1	10.7
COC(=O)N(C)OC(=O)Nc1cccc(Cl)c1	-0.3

Compound activity: PubChem, Icahn School of Medicine at Mount Sinai
